ASAP1 GAP inh: ASAP1 ArfGAP inhibition. Q9ULH1. ASAP1-stimulated ARF1 GTP hydrolysis, GDP FP detection. inhibition, % at 16.5 µM. hit rate 0.19% among 360,000; in the data active = inhibition above about 25%;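 note: 0% = vehicle with enzyme and substrate and 100% = no enzyme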
ADAM17 inh: inhibits human ADAM17; inhibition, % at 6.95 µM; recombinant ADAM17, EDANS/DABCYL FRET peptide cleavage; hit rate 0.83% among 370,000;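 active = inhibition above the mean of compounds lying between control limits plus 3 SD, set per campaign, cut at about 8.5% in these data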;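 note: 0% = DMSO-only wells as the low control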
PLCb3 inh: blocks human PLC-beta3 enzyme activity; Q01970; Purified PLC-beta3, fluorogenic substrate, fluorescence; inhibition, % at 12.2 µM; hit rate 0.18% among 370,000; AID 720704; in the data active = inhibition above about 11%;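 note: 0% = median of compound wells on plate and 100% = full blocker control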
DDE Tn7 FP inh: disrupts Tn7 cyclic peptide binding to fibrin D-Dimer-E complex; P02675; FP displacement of FITC-Tn7 peptide from fibrin DD(E); 0% = median of compound wells per plate; inhibition, % at 8.3 µM; hit rate 0.13% among 370,000; AID 720508;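 active = inhibition above the mean of compounds falling within the control limits plus 3 SD of them, cut at about 14% in these data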;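 note: 0% = plate median of compound wells and 100% = 10 µM Aha-Tn7 peptide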
Target sequence (P02675 whole entry, looked up): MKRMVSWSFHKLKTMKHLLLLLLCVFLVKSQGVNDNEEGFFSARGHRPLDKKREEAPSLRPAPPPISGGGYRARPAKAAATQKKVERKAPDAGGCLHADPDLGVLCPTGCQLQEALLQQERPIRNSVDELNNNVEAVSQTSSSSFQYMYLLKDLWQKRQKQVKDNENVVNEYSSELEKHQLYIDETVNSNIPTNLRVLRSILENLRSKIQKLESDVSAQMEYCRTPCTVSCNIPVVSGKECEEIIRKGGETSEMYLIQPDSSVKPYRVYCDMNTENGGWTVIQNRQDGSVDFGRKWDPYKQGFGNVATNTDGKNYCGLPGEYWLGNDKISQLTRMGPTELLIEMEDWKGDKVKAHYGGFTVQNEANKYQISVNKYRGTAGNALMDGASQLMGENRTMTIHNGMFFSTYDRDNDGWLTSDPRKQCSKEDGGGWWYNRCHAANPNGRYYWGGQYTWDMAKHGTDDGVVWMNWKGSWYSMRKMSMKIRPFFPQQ
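Assay system: human fibrin DD(E) protein / Input: 2 µM fibrin DD(E) / Benchmarks: high control of 10 µM Aha-Tn7 peptide / Measured by: fluorescence polarization of the labelled Tn7 tracer / Medium: Tris buffer with calcium and detergent, pH 7.8 / Timing: 10 min compound pre-incubation, 3 h probe incubation at room temperature / Repeats: one replicate per compound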
PLCg1 inh: PLC-gamma1 (human) inhibition, primary screen. P19174. purified PLC-gamma1, fluorogenic substrate, fluorescence. inhibition, % at 12.2 µM. hit rate 0.84% among 370,000. AID 720700; in the data active = inhibition above about 9.5%
Tn6 DDE FP: inhibitors of Tn6 peptide binding to human fibrin DD(E) | P02675 | Fibrin DD(E) TRITC-Tn6 fluorescence polarization displacement | inhibition, % at 8.3 µM | hit rate 0.21% among 370,000 | AID 720509;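 active = inhibition above a per-campaign cutoff: mean of compounds within control limits plus 3 SD, cut at about 15% in these data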;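 note: 0% = median of all compound wells on the plate and 100% = blocking peptide control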
proKLK7 act: activates the human kallikrein-7 zymogen | hit rate 0.9% among 370,000 | P49862 | AID 652039 | activation, % at 7 µM | purified proKLK7, EDANS-DABCYL substrate fluorescence; 100% is mature enzyme control, 0% vehicle;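 active = activation above the mean of all tested compounds plus 3 SD, computed per campaign excluding outliers beyond control limits, cut at about 13% in these data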
Target sequence (P49862 whole entry, looked up): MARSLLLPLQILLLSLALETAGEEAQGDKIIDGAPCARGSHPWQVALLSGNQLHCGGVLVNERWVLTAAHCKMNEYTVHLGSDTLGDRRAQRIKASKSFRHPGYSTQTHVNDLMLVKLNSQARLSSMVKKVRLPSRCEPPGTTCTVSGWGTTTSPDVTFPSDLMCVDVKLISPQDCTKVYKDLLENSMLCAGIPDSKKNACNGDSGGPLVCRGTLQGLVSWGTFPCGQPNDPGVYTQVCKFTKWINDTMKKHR
UHRF1 MBD2 ctr: blocks human UHRF1 binding to methylated DNA; UHRF1 binding to methylated oligo, TR-FRET; AID 687016; hit rate 0.75% among 370,000; inhibition, % at 4.4 µM; Q96T88; in the data active = inhibition above about 21%;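 note: UHRF1 SRA domain binding a hemimethylated CpG hairpin DNA probe; 0% = median of test compound wells and 100% = reference inhibitor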
MBD2 DNA inh: blocks human MBD2 binding to methylated DNA; AID 686964; inhibition, % at 4.4 µM; hit rate 0.31% among 370,000; TR-FRET, MBD2 binding to methylated oligonucleotide; in the data active = inhibition above about 13%
ARFGAP1 inhibitor: rat ARFGAP1 inhibition; Q62848; Arfgap1-stimulated ARF1 GTP hydrolysis, GDP FP detection; inhibition, % at 16.5 µM; hit rate 0.26% among 360,000; AID 651572;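 active = inhibition above a per-plate limit, mean inhibition of low control wells plus 3 SD, cut at about 25% in these data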;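 note: 0% = DMSO wells with enzyme and 100% = wells lacking Arfgap1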
Target sequence (Q62848 1-136 limits assumed): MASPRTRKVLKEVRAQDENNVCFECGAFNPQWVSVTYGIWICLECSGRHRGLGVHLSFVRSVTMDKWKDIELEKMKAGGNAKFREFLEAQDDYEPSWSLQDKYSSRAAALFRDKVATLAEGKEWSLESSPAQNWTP
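Repeats: one replicate per compound; assay system: rat Arfgap1 catalytic domain, aa 1-136; times: enzyme reaction 120 min at 25 °C after 20 min preincubation; detection: FP of antibody-bound GDP Alexa 633 tracer, ex 620/em 688 nm; benchmarks: high control wells lacking Arfgap1, low control full reaction with DMSO; reagent: human ARF1(Δ1-17)-GTP substrate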
The depositor's hits bear a star.

SMILES	ASAP1 GAP inh	ADAM17 inh	PLCb3 inh	DDE Tn7 FP inh	PLCg1 inh	Tn6 DDE FP	proKLK7 act	UHRF1 MBD2 ctr	MBD2 DNA inh	ARFGAP1 inhibitor
O=C(COC(=O)c1cccnc1Cl)Nc1cc(S(=O)(=O)N2CCCCC2)ccc1Cl	-10.2	-3.8	-10.0	3.2	1.1	0.7	-0.2	4.0	3.2	9.6
CN(CC(=O)Nc1ccc(OC(F)(F)F)cc1)C(=O)/C=C/c1cc2c(cc1[N+](=O)[O-])OCO2	-14.2	-9.5	-19.9	3.6	-12.6	2.0	0.5	-2.2	-5.2	-3.3
O=C(CCCn1c(=O)c2cccn2c2cccnc21)NCc1cccc(Br)c1	4.9	2.4	-4.0	-4.2	1.4	0.1	0.3	1.2	0.8	1.9
Cc1ccc(NC(=O)CCc2nc(-c3cccs3)no2)c(Br)c1	-9.1	-0.6	-4.8	-0.1	-2.0	3.9	-0.3	1.1	1.1	-6.2
COc1ccc(S(=O)(=O)N2CCN(Cc3ccc(Cl)cc3)CC2)cc1	-3.0	-2.2	-1.4	-3.1	0.6	-1.6	0.1	3.6	9.0	2.5
NS(=O)(=O)c1cc(C(=O)OCC(=O)Nc2ccc(Cl)cc2[N+](=O)[O-])ccc1Cl	9.2	1.2	0.4	8.8	3.2	1.2	0.2	-4.5	4.0	-4.8
COc1ccc2[nH]c(=O)c(CNc3cccc(C)c3)cc2c1	-6.3	-30.4	-172.1	9.6	-146.7	2.1	0.4	-6.3	-3.0	0.2
COc1cccc(C2c3[nH]c4ccccc4c3C[C@H]3C(=O)N(c4ccccc4C(=O)N4CCC(C(=O)O)CC4)C(=O)N23)c1 (stereo partly specified)	-7.4	-6.2	-19.6	-2.5	-22.2	-2.3	2.1	1.4	-1.2	10.7
O=C1CC(c2ccccc2)CC(=O)N1c1ccc(C(F)(F)F)cc1	3.6	-1.9	1.9	4.3	0.4	5.6	0.0	2.6	7.9	-10.1
O=C(c1ccc(N2CCCC2=O)cc1)N1CCN(c2ccccc2)CC1	-3.3	0.9	3.5	-7.3	5.1	1.7	0.1	10.0	-2.5	12.8
Cc1ccc2c(c1)c(-c1csc(N)n1)c(C)n2C	3.7	-5.1	-25.2	3.8	-12.5	3.5	-0.2	-0.7	2.9	9.4
COC1C(O)CCC2(CO2)C1C1(C)OC1CC=C(C)C (stereo unspecified)	-8.3	1.4	2.6	7.5	3.4	4.8	-1.0	-1.0	-0.1	-0.7
Cc1cc(NC(=O)/C=C\C(=O)O)c([N+](=O)[O-])cc1C	-2.8	6.4	-42.3	-4.5	4.0	2.6	0.8	-13.9	-13.7	-7.3
COc1cc(-c2c(NC(=O)c3ccco3)oc3c(C)cccc3c2=O)cc(OC)c1OC	-7.3	1.4	-8.6	1.5	-5.7	0.8	-0.2	-1.6	-1.1	2.8
O=c1oc(Nc2ccc(F)cc2)nc2ccccc12	6.7	-4.6	-2.8	-2.9	-7.1	3.5	-0.5	3.0	-0.3	13.6
CCCn1c(C(=O)OC)cc2c1ccn2-c1ccc(F)cc1	4.7	-2.1	-7.3	3.3	-5.0	4.0	-1.1	-0.2	0.3	-1.7
COC(=O)c1ccc2nc(-c3ccc(F)cc3)c(Cc3ccccc3OC)n2c1	1.5	-7.2	-30.2	-6.4	-20.4	1.7	-1.2	16.8	4.2	6.2
Cc1c(NC(=S)NC(=O)c2cccc(Br)c2)c(=O)n(-c2ccccc2)n1C	7.3	0.3	-4.1	0.7	-0.3	-0.1	-0.2	0.9	-5.8	22.1
O=C(Nc1nc(-c2cccc([N+](=O)[O-])c2)cs1)C(c1ccccc1)c1ccccc1	13.0	-2.2	1.9	1.3	-1.8	-5.0	-0.3	5.8	7.5	6.9
O=C(COC(=O)c1cncc(Br)c1)NCCC1=CCCCC1	-9.4	-4.7	-7.6	-5.6	-1.8	-7.0	-0.2	5.9	3.9	5.4
CCCCn1c(N)c(N(CC(C)C)C(=O)c2cccc(S(=O)(=O)N3CC(C)OC(C)C3)c2)c(=O)[nH]c1=O (stereo unspecified)	4.2	-4.5	-6.2	-7.4	7.0	-4.9	-0.2	-0.2	-6.3	-0.9
CCOc1cccc(C(=O)NC(=S)Nc2ccc3c(c2)OCCO3)c1	-12.5	-0.1	-8.8	-1.3	-0.4	0.8	0.0	-2.3	-3.3	8.8
Cc1nn(-c2ccccc2)c(=S)c2ccccc12	5.3	1.5	-1.3	-2.5	3.5	-1.4	-0.2	-2.7	-0.3	12.2
O=C(O)COc1ccccc1/C=N/NC(=O)CNC(=O)c1ccco1	-1.1	-2.4	-6.0	7.7	-0.3	-2.4	-0.7	-3.9	-4.5	3.6
COC1=C/C(=C/c2c(N)n3cc(C)sc3nc2=O)C=CC1=O	5.5	-68.0	-131.1	-0.6	-100.4	6.2	6.6	-5.5	-2.6	-2.1
COc1cccc(NC(=O)CN(C)CC(=O)Nc2ccccc2-c2ccccc2)c1	-10.4	-6.9	-4.9	2.3	-1.2	0.5	0.8	13.5	5.3	-0.3
Cc1cccc(C)c1NC(=O)NCCCN1CCN(c2ccccc2)CC1	-1.1	-0.5	-6.0	-2.5	1.5	1.6	0.1	-2.5	1.1	4.8
CC(=O)N(CN1C(=O)c2ccccc2C1=O)c1cccc(C)c1	8.8	-2.1	2.2	3.2	1.3	13.3	0.3	0.7	1.1	-2.1
Cc1ccc(-c2nc3ccc(C)cn3c2Cc2ccsc2)cc1	11.7	-33.1	-41.5	12.5	-29.2	-1.0	-0.9	13.3	5.4	-1.0
O=C(CN1Cc2ccccc2C1=O)Nc1ccc2c(c1)OCCO2	3.3	1.9	-6.2	2.3	5.1	6.8	-0.2	1.6	-4.8	6.0

Random excerpt: two entries already listed.
SMILES	ASAP1 GAP inh	ADAM17 inh	PLCb3 inh	DDE Tn7 FP inh	PLCg1 inh	Tn6 DDE FP	proKLK7 act	UHRF1 MBD2 ctr	MBD2 DNA inh	ARFGAP1 inhibitor
Cc1ccc(-c2nc3ccc(C)cn3c2Cc2ccsc2)cc1	11.7	-33.1	-41.5	12.5	-29.2	-1.0	-0.9	13.3	5.4	-1.0
CCCn1c(C(=O)OC)cc2c1ccn2-c1ccc(F)cc1	4.7	-2.1	-7.3	3.3	-5.0	4.0	-1.1	-0.2	0.3	-1.7

The list goes on.
SMILES	ASAP1 GAP inh	ADAM17 inh	PLCb3 inh	DDE Tn7 FP inh	PLCg1 inh	Tn6 DDE FP	proKLK7 act	UHRF1 MBD2 ctr	MBD2 DNA inh	ARFGAP1 inhibitor
CCc1nnc(NC(=O)c2ccc(N(C)S(=O)(=O)c3ccccc3)cc2)s1	-4.6	-2.9	2.9	2.0	2.8	1.9	0.1	1.7	0.0	3.1
Cc1cc(C([O-])=C(C(=S)Nc2ccccc2)[n+]2ccccc2)c(C)n1-c1ccccc1	6.7	-3.7	-30.1	2.0	-18.2	-4.0	-1.0	-1.7	0.7	-7.0
CCCn1c(CCC(=O)Nc2ccccc2Cc2ccccc2)nc2cc(S(=O)(=O)N3CCOCC3)ccc21	0.6	4.2	-1.9	-5.8	-0.5	-4.1	0.1	-2.1	-1.7	10.7
COC(=O)Nc1sc2c(c1C(=O)NCc1ccco1)CCCC2	-2.7	-2.9	-0.9	-2.6	-4.4	-4.3	0.3	-2.1	-0.2	2.1
Cc1cccc(C)c1NC(=O)C(c1ccccc1)N1CCN(C(=O)c2ccco2)CC1 (stereo unspecified)	-8.9	-0.9	0.5	-0.2	3.1	9.6	0.8	-0.3	-2.9	13.9
Cc1ccc(C(=O)C(OC(=O)c2c(C)cc(=O)oc2C)c2ccccc2)cc1 (stereo unspecified)	-16.1	-0.6	-6.3	-2.9	-3.2	-7.1	0.4	3.3	0.5	3.0
NC(Cc1ccc(C(F)(F)F)cc1)c1csc(NC(=O)Nc2ccccc2Cl)n1 (stereo unspecified)	-17.8	2.4	0.5	-9.5	1.4	-7.5	-0.5	-1.7	1.4	13.6
Cc1ccc(C(=O)N2CCC[C@@H]2C(=O)N2CCC[C@H]2C(=O)NCc2ccccc2)cc1C	-13.6	-1.4	2.5	8.2	-3.6	10.2	0.5	-2.3	-5.0	1.2
CCOC(=O)C(C)Sc1ncc(-c2ccc(Cl)cc2)cn1 (stereo unspecified)	-5.4	0.9	2.5	0.3	0.9	8.1	0.4	1.0	0.0	-2.1
CCOC(=O)Cc1nnc(Nc2ccc(C)cc2)c2ccccc12	-6.1	5.3	-50.6	2.4	-34.5	-3.0	-0.5	2.0	3.6	2.3
O=C(COC(=O)c1ccc([N+](=O)[O-])s1)NC(c1ccccc1)c1ccccc1	-2.1	-2.9	2.7	-2.0	2.9	9.5	-0.1	-2.3	-1.8	-11.0
CC#CCN1C(=O)N[C@@H](c2ccccc2)C(C(=O)OC)=C1C	2.3	-2.4	0.1	2.9	-2.3	2.8	-0.3	-3.5	0.8	-5.4
Cc1ccc(NS(=O)(=O)c2cc(C(=O)N3CCOCC3)ccc2C)cc1	-3.2	-6.5	-3.8	-2.7	-1.8	8.2	0.0	-1.1	0.3	5.8
CCOC(=O)C(=O)NC(C)CCc1ccccc1 (stereo unspecified)	-15.2	0.0	1.5	-0.9	-1.1	3.6	-0.1	1.9	-1.3	-12.9
O=C(Nc1c(F)cc(F)cc1Br)c1cc(-c2ccccc2)on1	-5.5	0.5	-26.9	5.0	-0.5	-2.1	-0.4	1.4	-0.7	2.4
CCCC(=O)Nc1c(C)nn(C(=O)CCC)c1C	-2.2	-2.5	-0.6	-1.0	-0.6	11.7	-1.0	9.5	1.8	7.8
CCOc1ccc(C2/C(=C(\O)c3cccc(OC)c3)C(=O)C(=O)N2c2ccccn2)cc1OC (stereo unspecified)	8.1	-4.4	-3.4	2.4	-1.0	1.9	1.4	0.0	2.3	-0.4
CCCCN(CCCC)CP(=O)(c1ccccc1)c1ccccc1	-7.0	-0.5	3.1	-2.9	2.2	0.5	-0.2	0.5	-1.6	-12.1
O=C(/C=C/c1ccccc1Cl)N(Cc1cccs1)C1CCS(=O)(=O)C1 (stereo unspecified)	-7.1	-4.1	-7.1	-5.4	-1.1	0.3	0.3	1.1	1.8	0.3
Cc1ccc(C(CC(=O)N2CCCCC2)c2ccccc2)c(O)c1C (stereo unspecified)	2.5	0.6	-0.4	1.2	1.1	0.3	-0.2	-2.2	-3.4	4.5
O=C(Nc1ccc(F)c(F)c1)NC1CCCCC1	-5.6	-1.6	2.3	-1.5	0.8	8.2	0.6	-2.9	-3.5	-1.5

An excerpt from above in order of count of non-hydrogen atoms, ascending.
SMILES	ASAP1 GAP inh	ADAM17 inh	PLCb3 inh	DDE Tn7 FP inh	PLCg1 inh	Tn6 DDE FP	proKLK7 act	UHRF1 MBD2 ctr	MBD2 DNA inh	ARFGAP1 inhibitor
CC(=O)N(CN1C(=O)c2ccccc2C1=O)c1cccc(C)c1	8.8	-2.1	2.2	3.2	1.3	13.3	0.3	0.7	1.1	-2.1
Cc1cccc(C)c1NC(=O)NCCCN1CCN(c2ccccc2)CC1	-1.1	-0.5	-6.0	-2.5	1.5	1.6	0.1	-2.5	1.1	4.8
COC(=O)c1ccc2nc(-c3ccc(F)cc3)c(Cc3ccccc3OC)n2c1	1.5	-7.2	-30.2	-6.4	-20.4	1.7	-1.2	16.8	4.2	6.2
